SENP6 inh: blocks the human protease SENP6 | Q9GZR1 | Recombinant SENP6 catalytic domain, aminoluciferin luminescence | inhibition, % at 10 µM | hit rate 1.8% among 330,000 | AID 2599;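 active = inhibition above about 50% at the single tested dose, limit read from the data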;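 also: plate controls were DMSO wells with enzyme for no effect and DMSO wells lacking enzyme for full effect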
Target sequence (Q9GZR1 628-1112 limits assumed): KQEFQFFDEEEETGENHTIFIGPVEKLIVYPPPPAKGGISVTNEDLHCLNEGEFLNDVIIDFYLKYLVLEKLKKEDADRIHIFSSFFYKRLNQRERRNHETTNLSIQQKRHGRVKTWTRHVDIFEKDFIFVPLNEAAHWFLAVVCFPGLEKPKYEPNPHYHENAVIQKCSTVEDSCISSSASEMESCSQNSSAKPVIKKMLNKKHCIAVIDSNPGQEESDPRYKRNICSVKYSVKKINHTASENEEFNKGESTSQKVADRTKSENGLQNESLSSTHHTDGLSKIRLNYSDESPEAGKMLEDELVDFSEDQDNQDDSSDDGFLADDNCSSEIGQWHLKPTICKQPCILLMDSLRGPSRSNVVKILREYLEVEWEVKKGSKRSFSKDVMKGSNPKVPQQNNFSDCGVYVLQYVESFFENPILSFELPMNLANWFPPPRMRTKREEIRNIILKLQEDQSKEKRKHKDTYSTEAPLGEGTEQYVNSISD
Apaf1 inhib: inhibitors of human Apaf-1 apoptosome | O14727 | reconstituted apoptosome caspase-3 activity, DEVD-Rh110 fluorescence | inhibition, % at 20 µM | hit rate 0.71% among 330,000 | AID 489030; active = inhibition of at least 40% at 20 µM;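 also: plate controls were DMSO wells for no effect and DEVD-CHO caspase inhibitor wells for full effect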
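Medium: Hepes buffer, pH 7.5 / System: biochemical Apaf-1 apoptosome reconstitution / Measured by: Rh110 fluorescence, excitation 480 nm, emission 540 nm / Times: compound with Apaf-1, dATP, procaspase-3 30 min, then 50 min reaction, room temperature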
PfG6PD inh: PfG6PD (Plasmodium falciparum) enzyme inhibition; inhibition, % at 20 µM; hit rate 0.78% among 350,000; PfGluPho enzyme, NADPH resazurin-diaphorase fluorescence;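 active = inhibition reaching at least a set limit at 20 µM in the primary screen, cut at about 59% in these data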;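 also: 0% = DMSO wells with substrate and 100% = DMSO wells lacking glucose-6-phosphate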
SENP1 inh: SENP1 (human) catalytic domain inhibition | Q9P0U3 | recombinant SENP1 catalytic domain, CyPet-SUMO1-YPet FRET cleavage | inhibition, % at 10 µM | hit rate 0.21% among 360,000;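 active = inhibition at least 30% at 10 µM, raw YFP signal under a set limit, fluorescence ratio 0.5 to 1.5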;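 also: 0% = enzyme with DMSO and 100% = no enzyme wells; some results filed as inactive read as strong as hits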
Target sequence (Q9P0U3 419-644 limits assumed): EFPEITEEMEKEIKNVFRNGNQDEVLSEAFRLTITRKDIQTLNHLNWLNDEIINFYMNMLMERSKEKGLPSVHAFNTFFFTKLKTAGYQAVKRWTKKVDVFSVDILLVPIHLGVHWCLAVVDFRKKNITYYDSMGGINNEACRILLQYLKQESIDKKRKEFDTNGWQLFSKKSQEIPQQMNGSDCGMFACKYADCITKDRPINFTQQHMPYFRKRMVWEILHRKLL
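Compound: 10 µM single point, 0.5% DMSO; Test system: hSENP1 catalytic domain, recombinant; Timing: 50 min reaction at room temperature; Technique: FRET, CFP and YFP emission; Control set: no-enzyme wells low, DMSO-plus-enzyme wells high control.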
HKDC1 inhibitor: inhibitors of human hexokinase HKDC1. recombinant HKDC1, G6PDH/diaphorase resazurin coupled fluorescence. inhibition, % at 20 µM. hit rate 0.16% among 340,000;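 active = inhibition above about 35% when tested at 20 µM, limit read from the data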;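 also: plate controls were DMSO wells with enzyme for no effect and DMSO wells lacking enzyme for full effect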
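Test system: HK5 enzyme. Quantity: 5 µg/mL HK5 final. Reagent: glucose and ATP substrates. Schedule: 90 min reaction incubation at room temperature, dark. Technique: resazurin-to-resorufin fluorescence via G6PDH and diaphorase coupling, 525/613 nm. Control set: DMSO wells with and without enzyme mix.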
SENP8 block-1: inhibitors of human SENP8 protease | hit rate 1.2% among 330,000 | inhibition, % at 10 µM | AID 2540 | purified SENP8, Z-RLRGG-aminoluciferin cleavage, luminescence; in the data active = inhibition above about 50%
Target sequence (Q96LD8 whole entry, looked up): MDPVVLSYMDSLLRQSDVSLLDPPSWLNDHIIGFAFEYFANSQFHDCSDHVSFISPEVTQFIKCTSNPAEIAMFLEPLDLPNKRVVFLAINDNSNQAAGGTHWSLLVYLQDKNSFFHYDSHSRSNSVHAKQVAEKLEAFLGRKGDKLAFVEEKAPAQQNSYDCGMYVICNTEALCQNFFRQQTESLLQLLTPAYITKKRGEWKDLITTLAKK
SENP7 inh: SENP7 protease inhibition; Q9BQF6; recombinant SENP7, Z-RLRGG-aminoluciferin luminescence, 40 min; inhibition, % at 5 µM; hit rate 1.5% among 330,000; AID 434973;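 active = inhibition above about 50% at the single test dose, limit read from the data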;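 also: plate controls were DMSO with enzyme for no effect and no enzyme buffer wells for full effect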
SENP8 block-2: blocks human SENP8 cleavage of Nedd8 substrate. AID 602440. recombinant SENP8, Nedd8 substrate fluorescence. inhibition, % at 20 µM. hit rate 0.64% among 360,000. Q96LD8; in the data active = inhibition mostly above about 40%, no sharp cut-off; inactive = mostly below about 27%
Active calls of the source: *; nt = not tested or not shown.

SMILES	SENP6 inh	Apaf1 inhib	PfG6PD inh	SENP1 inh	HKDC1 inhibitor	SENP8 block-1	SENP7 inh	SENP8 block-2
Cc1cc(Oc2ccc(C#N)cc2)nc(NCc2ccccc2)n1	-6	2	17	2	-5	-6	-13	25
O=C(COc1ccc(Br)cc1)Nc1ccncc1	-4	2	-4	1	-5	-1	0	14
Cc1ccc(N2C(=O)C(Cl)=C(NCc3ccccc3)C2=O)c(C)c1	-26	11	10	4	0	-3	12	-4
O=c1[nH]cnc2c1ncn2C1OCC(O)C(O)C1O (stereo not drawn)	nt	nt	-2	-1	3	nt	nt	40
CCCCOc1ccc(/C=C/C2=CC(C)(C)NC(=S)N2)cc1OCC	-1	-6	22	2	-7	4	0	-19
O=C(Cn1ncc2c(=O)oc3ccccc3c21)NCCCN1CCCC1=O	-3	-11	-16	-3	5	3	-2	18
COc1ccc(N(CC(=O)NC2CC3CCC2C3)S(=O)(=O)c2ccc(C)cc2)cc1OC (stereo not drawn)	-20	17	-4	-2	2	0	3	8
Cc1ccc(/C=C/C(=O)c2ccccc2O)cc1	6	10	17	1	6	45	17	12
Cc1onc(-c2c(F)cccc2Cl)c1C(=O)OCC(=O)Nc1cccc(S(=O)(=O)N(C)C)c1	nt	nt	-7	3	2	nt	nt	3
CN(C)C(CNS(=O)(=O)c1ccc(Br)cc1)c1cccnc1 (stereo not drawn)	-8	0	-4	-4	0	3	3	-3
CC(C)CN1CCC(=O)N(CCSc2ccccc2)CC1	-1	-1	-14	0	-2	-11	-13	24
O=C(NCC1COc2ccccc2O1)C1CCCN(S(=O)(=O)c2cnc[nH]2)C1 (stereo not drawn)	4	0	-3	6	3	-1	3	6
Cc1ccc(NC(=O)CN2CCCC2c2cccn2C)cc1C (stereo not drawn)	-15	17	-7	-5	-1	-8	4	13
Cc1nn(C(=O)c2cccs2)c(N)c1-c1ccccc1	29	14	23	2	-2	-3	1	2
CCOC(=O)[C@H]1[C@H]2COc3ccc(Cl)cc3[C@@H]2N2C(=O)CN(Cc3ccccc3)C(=O)[C@@]12C	23	18	7	-1	5	2	1	9

Complete entries, quoted from the list. Values in the order: SENP6 inh, Apaf1 inhib, PfG6PD inh, SENP1 inh, HKDC1 inhibitor, SENP8 block-1, SENP7 inh, SENP8 block-2
O=c1[nH]cnc2c1ncn2C1OCC(O)C(O)C1O (stereo not drawn) as listed: nt, nt, -2, -1, 3, nt, nt, 40
Cc1nn(C(=O)c2cccs2)c(N)c1-c1ccccc1 as listed: 29, 14, 23, 2, -2, -3, 1, 2
CC(C)CN1CCC(=O)N(CCSc2ccccc2)CC1 as listed: -1, -1, -14, 0, -2, -11, -13, 24
Cc1onc(-c2c(F)cccc2Cl)c1C(=O)OCC(=O)Nc1cccc(S(=O)(=O)N(C)C)c1 as listed: nt, nt, -7, 3, 2, nt, nt, 3
CCCCOc1ccc(/C=C/C2=CC(C)(C)NC(=S)N2)cc1OCC as listed: -1, -6, 22, 2, -7, 4, 0, -19

The main list resumes with the three entries that preceded the break.
SMILES	SENP6 inh	Apaf1 inhib	PfG6PD inh	SENP1 inh	HKDC1 inhibitor	SENP8 block-1	SENP7 inh	SENP8 block-2
Cc1ccc(NC(=O)CN2CCCC2c2cccn2C)cc1C (stereo not drawn)	-15	17	-7	-5	-1	-8	4	13
Cc1nn(C(=O)c2cccs2)c(N)c1-c1ccccc1	29	14	23	2	-2	-3	1	2
CCOC(=O)[C@H]1[C@H]2COc3ccc(Cl)cc3[C@@H]2N2C(=O)CN(Cc3ccccc3)C(=O)[C@@]12C	23	18	7	-1	5	2	1	9
O=C1c2ccccc2C(=O)N1CCc1nc(-c2ccncc2)no1	7	4	9	0	0	1	1	15
COc1ccc(NC(=O)C23CC4CC(CC(Cl)(C4)C2)C3)cc1S(=O)(=O)N1CCOCC1	18	5	0	2	-4	-7	3	8
CCOC(=O)C1=C(N)Oc2c(oc(CO)cc2=O)C1c1ccc(F)c(F)c1 (stereo not drawn)	-1	0	-20	3	2	1	-3	1
O=c1c(-c2nnc(SCc3ccc(Cl)cc3Cl)o2)cccn1Cc1ccccc1	0	20	-7	-2	10	-10	-23	-294
COc1ccc(CCN(Cc2ccccn2)C(=S)Nc2ccc(C)cc2)cc1OC	-1	0	6	0	3	-1	0	3
CCN(CC)CCOC(=O)c1ccc([N+](=O)[O-])cc1	6	-3	8	-2	1	4	-1	18
O=C1c2cccnc2C(=O)N1Cc1ccc(S(=O)(=O)N2CCOc3ccc(Cl)cc32)cc1	-3	14	-18	-1	-5	-11	16	10
Cc1cc(C)c2sc(N(CCN(C)C)C(=O)c3c(F)cccc3F)nc2c1	-25	7	28	0	-4	-5	-2	-11
Cc1cccc(CCNC(=O)C2CCC(=O)N2Cc2ccc(F)cc2)c1 (stereo not drawn)	-6	-22	-22	0	4	-1	5	2
COc1cccc(OCc2nnc(SC)n2C)c1	-3	0	-11	0	-7	1	7	11
Cc1nn(CC(=O)NCCCN2CCCCC2C)c(=O)c2cccn12 (stereo not drawn)	-15	-1	-4	-1	0	-2	-3	9
COc1ccc(N2C(C)=CS/C2=C(/C#N)c2nnc(N3CCOCC3)n2-c2ccccc2)cc1	-5	-6	12	2	-5	1	3	21
O=C(CSc1nnc(-c2cccc(F)c2)o1)N1CCCC1	-7	1	10	1	-5	-8	-1	10
O=C(Nc1ccccc1C(F)(F)F)c1ccc(CN2CCC(Cc3ccccc3)CC2)cc1	8	14	38	2	-6	5	9	18
C=CCOc1c(Cl)cc(Cl)cc1S(=O)(=O)NCCO	nt	nt	-2	1	-5	nt	nt	20
CCC(C)NCC(O)COCc1ccc(Cl)cc1 (stereo not drawn)	-9	-8	-25	2	-3	-7	-6	31
CCOC(=O)C(CCCOc1ccccc1)C(=O)OCC	-16	5	2	-4	-10	4	1	5
Cc1ccc(OCCNCC(O)COc2ccccc2)cc1 (stereo not drawn)	-11	7	2	0	-3	-1	8	16
CCC12CN(C(=O)c3ccco3)CC(CC)(CN(C(=O)c3ccco3)C1)C2=O	-14	2	-8	3	-6	0	4	-1
c1ccc(-c2nnc(SCc3cn4ccsc4n3)o2)cc1	21	-7	-14	0	3	-5	2	7
CCOC(=O)c1c(CN(C)C)n(-c2ccccc2)c2cc(Br)c(OC)cc12	-2	6	-2	4	14	0	-1	18
C/C(=N/Oc1nc(C)cc(C)n1)c1ccc(Cl)cc1Cl	-9	-7	-4	-1	-6	0	0	13
O=C(COC(=O)c1cc[n+]([O-])cc1)Nc1ccc([N+](=O)[O-])cc1C(F)(F)F	-7	-1	3	0	-3	-7	-2	15
COc1ccccc1NC(=O)COC(=O)c1c[nH]c(=O)[nH]c1=O	-18	-14	-20	3	-3	1	-6	25
CCSc1nnc(-c2ccccc2N=Cc2c(C)[nH]n(-c3ccccc3)c2=O)c(=O)[nH]1	-23	5	-26	2	9	-10	-5	23
CC(=O)Nc1ccc(-c2csc(NCc3ccco3)n2)cc1	3	0	17	-1	-16	-7	7	8
CC/C(=N\NC(C)=O)c1ccc(OC(F)F)cc1	-1	-1	nt	nt	nt	-3	11	nt
Cc1ccc(S(=O)(=O)Nc2ccc(N3CCOCC3)cc2)cc1C	-14	11	1	2	-1	-15	-6	8
CC(OC(=O)c1ccccc1C(=O)N(C)c1ccccc1)C(=O)Nc1ccccc1[N+](=O)[O-] (stereo not drawn)	3	9	11	0	1	7	2	10
CCCCNC(=S)NNC(=O)c1ccc2c(c1)OCO2	-14	8	2	0	-15	-4	-10	5

Continued; the last 2 above are carried over.
SMILES	SENP6 inh	Apaf1 inhib	PfG6PD inh	SENP1 inh	HKDC1 inhibitor	SENP8 block-1	SENP7 inh	SENP8 block-2
CC(OC(=O)c1ccccc1C(=O)N(C)c1ccccc1)C(=O)Nc1ccccc1[N+](=O)[O-] (stereo not drawn)	3	9	11	0	1	7	2	10
CCCCNC(=S)NNC(=O)c1ccc2c(c1)OCO2	-14	8	2	0	-15	-4	-10	5
COc1ccc(CCN(C)Cc2c(O)ccc3ccccc23)cc1OC	-18	6	14	-1	15	-13	-1	-109
CCCC(C(=O)O)n1c(O)c(C=C2N=c3ccccc3=N2)sc1=S (stereo not drawn)	8	-11	-6	-26	-1	0	6	-40
COc1ccc(S(=O)(=O)N2CCC(Nc3ccccc3Cl)CC2)cc1	6	11	-17	2	8	1	12	12
COc1ccc(CC(=O)NCc2nnc(SCC(=O)Nc3ccccc3)n2C)cc1	-5	-8	24	2	-6	-6	-3	20
Cc1cc(=O)c2ccccc2n1CC(=O)NCc1ccccc1	6	1	-7	1	-8	9	6	1
CC(=O)c1cccc(Nc2nc(N3CCOCC3)nc(N3CCOCC3)n2)c1	-8	-1	41	1	5	-2	-5	-29
COc1ccc(CNC(=O)CN(C(=O)CCC(=O)Nc2ccccn2)c2ccccc2OC)cc1	-2	-2	-24	3	-9	2	0	21
Cc1cc(N2CCN(C)CC2)nc2ccc(NC(=O)c3cccnc3Cl)cc12	-6	9	-2	-1	3	-1	-4	-10
CCOc1ccc(N(C)S(=O)(=O)c2c[nH]c(C(=O)OC)c2)cc1	-1	-10	9	-1	-3	8	-3	3
CC(=O)C1=C(O)C(=O)N(c2ccc(Br)cn2)C1c1ccc(F)cc1 (stereo not drawn)	16	-9	-24	-2	6	-4	3	-336
O=C(Nc1ccc(N2CCCCC2)cc1)C(Cl)c1ccccc1 (stereo not drawn)	61*	10	14	0	4	34	54*	12
Cc1ccc(-n2c(SCC(N)=O)nnc2-c2ccccn2)cc1	-2	-3	-14	1	-5	1	4	12
CCn1c(SCC(=O)NCC2CCCO2)nnc1-c1ccccc1OC (stereo not drawn)	-19	-12	15	0	-2	3	1	-2
CC1CCC(N2CCN(c3ccc([N+](=O)[O-])cc3)CC2)CC1 (stereo not drawn)	-11	3	-19	-4	4	-2	10	34
COc1ccc(C2C3=C(N=C4SCC(=O)N42)c2ccccc2CC3)cc1OC (stereo not drawn)	5	17	16	-7	8	5	2	-60
O=C(Cc1ccccc1)Nc1cccc([N+](=O)[O-])c1	-1	-2	7	1	-13	5	2	13
CCCN(CCC)C(=O)CCS(=O)(=O)c1cccc2nsnc12	-12	7	-1	2	4	1	10	25

An excerpt from above in order of count of non-hydrogen atoms, low to high.
SMILES	SENP6 inh	Apaf1 inhib	PfG6PD inh	SENP1 inh	HKDC1 inhibitor	SENP8 block-1	SENP7 inh	SENP8 block-2
COc1cccc(OCc2nnc(SC)n2C)c1	-3	0	-11	0	-7	1	7	11
CCOC(=O)C(CCCOc1ccccc1)C(=O)OCC	-16	5	2	-4	-10	4	1	5
COc1ccc(CCN(Cc2ccccn2)C(=S)Nc2ccc(C)cc2)cc1OC	-1	0	6	0	3	-1	0	3

Screening data (PubChem)
